Screening data (PubChem BioAssay)
TGFb inhibitor – qHTS for Inhibitors of TGF-b; Potency, µM (top dose mostly 46.1 µM), inactives show at the highest dose activity, negative = inhibition, most hits filed as inhibitors; 1.2% of 410,000 active; HepG2 CAGA-GFP TGF-b/SMAD3 reporter, GFP fluorescence, 18 h; TGF-beta stimulated, 500 pg/mL final; AID 588855, 2011; also: potency is read from the fitted curve at half-maximal effect; % is scaled to controls: 0 for no effect and ±100 for the full control effect; nearly all actives have a fitted effect of over 65% in size
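Smad-responsive CAGA-GFP expression was quantified in HEPG2 cells exposed to compounds and 500 pg/mL final TGF-beta for 18 h at 37 degrees C; unstimulated wells defined full inhibition.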
pAkt inh – HTS Assay for Inhibitors of Akt Phophorylation: Primary Screen; activity change, % for hits at 50 µM; Neuro2A IGF-stimulated pAkt S473 HTRF, 20 min; active compounds read low; AID 651550, 2012; 0.32% of 360,000 active; in the data active = activity change below about -80%; inconclusive = mostly about -51% to -80%; also: % is scaled to controls: 0 for no effect and ±100 for the full control effect
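Single-point screen (50 µM final compound) in Neuro2A cells stimulated 20 min with 6 nM IGF at 37 deg C. After lysis, Ser473-phosphorylated Akt read by HTRF (ex 330 nm, em 615/665 nm) as the 665/615 ratio.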
Nrf2 block – Nrf2 qHTS screen for inhibitors. AID 504444, 2011. 2.1% of 360,000 active. A549 ARE-Fluc reporter, luciferase luminescence, 18-24 h. Potency, µM (titrated, usually from 46 µM), inactives show at the highest dose activity change, negative = inhibition, usual class: inhibitors; also: potency is read from the fitted curve at half-maximal effect; % is scaled to controls: 0 for no effect and ±100 for the full control effect; nearly all actives have a fitted effect of over 60% in size
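Quantitative HTS in A549 cells stably bearing an antioxidant response element-firefly luciferase construct. Inhibition of Nrf2-driven transcription was scored by luminescence after 18-24 h of compound exposure at 37 °C.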
Nrf2 ARE act – qHTS of Nrf2 Activators | AID 624171, 2012 | 0.31% of 410,000 active | AREc32 ARE-luciferase reporter (MCF7-derived line), luminescence, 24 h | Potency, µM (top dose mostly 46.1 µM), for the others: at the highest dose activation, usual class: activators; also: potency is read from the fitted curve at half-maximal effect; % of control where 0% means no effect; nearly all actives have a fitted effect of over 65% in size
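AREc32_Fluc, 1000 cells/well, OPTI-MEM + 5% FBS, o/n 37 deg C 5% CO2; 23 nL cpd by pin tool, 24 hr; Steady-Glo 30 min RT, luminescence.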
CCT chaperon mod – High-Throughput Screening for Modulators of Cytosolic Chaperonin Activity. purified chaperonin ATPase assay, HTRF ADP detection, 30 min. activity change, % (no concentration beside the values), hits read low. 0.3% of 360,000 active; in the data active = activity change below about -30%; also: % is scaled to controls: 0 for no effect and ±100 for the full control effect
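ATPase activity: ADP formed was measured by HTRF Transcreener (665/615 nm ratio) after 30 min at 37 deg C with 10 uM ATP. Compounds screened at one 76 uM concentration against 40 or 20 nM TRiC in Tris pH 7.4/KCl/MgCl2/DTT buffer.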
HepG2 tox – qHTS for Inhibitors of TGF-b: Cytotox Counterscreen; Potency, µM (doses to about 46.1 µM), for the others: top-dose activity change, negative = cytotoxicity, hits mostly cytotoxic; 0.76% of 410,000 active; HepG2 CAGA-GFP viability, ATP luminescence, 18 h; AID 588856, 2011; also: potency is read from the fitted curve at half-maximal effect; some results filed as inactive show a strong effect at the top dose
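HepG2 CAGA-GFP cells (1000/well, DMEM with 1% FBS) received compound, then TGF-beta at 500 pg/mL final, and were incubated 18 hours at 37 degrees C. Viability was read by CellTiter-Glo luminescence. Media-only wells were set as complete cell-killing and DMSO as no toxicity.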
MmCpn inh – Inhibitors of TCP-1 ring complex (TRiC) of Methanococcus maripaludis (MmCpn): qHTS; Chaperonin Mm-Cpn (Methanococcus maripaludis); purified Mm-Cpn ATPase, ADP Transcreener TR-FRET; Potency, µM (doses to about 76.9 µM), without a hit: at the highest dose activity, negative = inhibition, actives largely listed as inhibitors; 0.031% of 330,000 active; AID 504842, 2011; also: potency is read from the fitted curve at half-maximal effect; % is scaled to controls: 0 for no effect and ±100 for the full control effect; nearly all actives have a fitted effect of over 80% in size
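ATPase read-out: TR-FRET ADP immunoassay (anti-ADP Eu cryptate vs ADP-d2), ex 320 nm, em 590/665 nm; signal drops as ADP forms. Enzyme 25 nM, ATP 10 uM, 30 min at 37°C after 10 min compound preincubation.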
ATXN viability – Viability Counterscreen for Primary qHTS for Inhibitors of ATXN expression. Potency, µM (top dose mostly 56.7 µM), hits mostly cytotoxic. AID 651635, 2014. S2 cells (HEK-293 line with an ATXN2-luciferase reporter) viability, CellTiter-Fluor protease fluorescence, 24 h. 0.49% of 400,000 active; also: potency is read from the fitted curve at half-maximal effect; nearly all actives have a fitted effect of over 40% in size
A549 tox – Nrf2 qHTS screen for inhibitors: counterscreen for cytotoxicity; 0.16% of 390,000 active; AID 504648, 2011; A549 ARE-Fluc cells, CellTiter-Fluor viability, 18-24 h; Potency, µM (top dose mostly 46 µM), without a hit: at the top dose activity change, negative = cytotoxicity, actives largely listed as inhibitors; also: potency is read from the fitted curve at half-maximal effect; % is scaled to controls: 0 for no effect and ±100 for the full control effect
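A549 ARE-Fluc cells in 5% FBS OPTI-MEM, 5000 cells/well, rested 2 h then exposed to compounds in concentration-response for 18-24 h at 37 °C. Viability by CellTiter-Fluor fluorescence (Ex 405/Em 525) after 30 min; luciferase luminescence (BugLite, 15 min, RT) read afterwards.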
Numbers without * were called inactive; i = inactive; ? = inconclusive; nt = not tested or not shown; & = joins results of further samples; [ ] = dose if it differs, or a comment. Unless noted, calls follow the shape of the dose curve; as a rule, active = well fitted curve in the direction sought with a large enough effect; inconclusive = small, poorly fitted or top-dose-only effect, or another doubt; inactive = no such curve, though single readings can be large; an effect the other way counts as inactive or inconclusive. Outcome played no part in choosing rows; 4.4% or so of the library scored in one or more.

SMILES	TGFb inhibitor	pAkt inh	Nrf2 block	Nrf2 ARE act	CCT chaperon mod	HepG2 tox	MmCpn inh	ATXN viability	A549 tox
CC(C)CC(=O)N1CCN(Cc2ccc(Br)cc2)CC1	4%	i	-28%	-0.1%	1.8	5%	0%	i	-3%
O=C1Cc2cc(S(=O)(=O)Nc3ccc(OC(F)(F)F)cc3)cc3c2N1CCC3	?	nt	nt	5.1%	nt	-3%	nt	nt	2%
Cc1ccc(C)c(-n2cc(CN3CCN(C(=O)c4ncn[nH]4)CC3)c(-c3ccccc3)n2)c1	-22%	i	-2%	-0.2%	0.5	-17%	0%	i	-7%
COc1ccc(/C=C2\CCCC3C2=NN(C(=O)c2ccco2)C3c2ccc(OC)c(OC)c2)cc1OC (stereo not drawn)	8%	i	nt	-0.6%	0.9	-3%	0%	?	-20%
Nc1ccc2c(c1)ncn2CCCn1cnc2cc(N)ccc21	?	i	9%	-0.5%	-1.1	3%	-4%	i	-2%
COc1cc(NC(=S)NC(=O)CC(C)C)ccc1NC(=O)c1cc2ccccc2o1	-3%	i	-5%	-0.4%[9.22 µM]	1.8	15%	-3%	i	3%
CCOC(=O)CSc1nc2ccccc2c(=O)[nH]1	-9%	i	-11%	-0.1%	-4.6	-10%	-1%	i	3%
CC(=O)c1c(O)cc(=O)n(-c2ccccc2)c1-c1ccc(C)cc1	4%	i	nt	0.4%	-2.8	2%	0%	i	-14%
O=C(COC(=O)C12CC3CC(CC(C3)C1)C2)NCCCc1ccccc1	6%	i	16%	-0.5%	0.8	3%	1%	i	1%
O=C1CCCc2nn(-c3ccccc3)nc21	-9%	?	16%	2.1%	-0.2	-25%	0%	i	8%
COc1cc(NC(=O)c2c(OC)cccc2OC)ccc1NC(=O)c1cc2ccccc2o1	-1%	i	3%	3.0%	-0.2	-9%	-1%	i	?
CCOC(=O)C1CCN(C(=O)c2oc3ccc(S(=O)(=O)N4CC(C)CC(C)C4)cc3c2C)CC1 (stereo not drawn)	-16%	-82%*	18µM*	0.5%	0.8	-16%	0%	i	?
COc1ccc(Br)cc1CN1CCN(c2ncccn2)CC1	9%	i	-4%	0.4%	-3.2	-25%	nt	nt	-1%
CC1(C)OC(=O)C(=NNc2ccc(Br)cc2)C(=O)O1	-6%	i	?	1.9%	0.8	12%	0%	i	-4%
CCOC(=O)C(C)NC(=O)c1cn(-c2ccc(OC)cc2)c(=O)c2ccccc12 (stereo not drawn)	3%	i	?	0.1%	-1.6	5%	0%	i	-2%

Compound profiles (already shown).
COc1cc(NC(=S)NC(=O)CC(C)C)ccc1NC(=O)c1cc2ccccc2o1 as listed: TGFb inhibitor = -3%; pAkt inh = i; Nrf2 block = -5%; Nrf2 ARE act = -0.4%[9.22 µM]; CCT chaperon mod = 1.8; HepG2 tox = 15%; MmCpn inh = -3%; ATXN viability = i; A549 tox = 3%
COc1ccc(Br)cc1CN1CCN(c2ncccn2)CC1 as listed: TGFb inhibitor = 9%; pAkt inh = i; Nrf2 block = -4%; Nrf2 ARE act = 0.4%; CCT chaperon mod = -3.2; HepG2 tox = -25%; MmCpn inh = nt; ATXN viability = nt; A549 tox = -1%

The list continues.
SMILES	TGFb inhibitor	pAkt inh	Nrf2 block	Nrf2 ARE act	CCT chaperon mod	HepG2 tox	MmCpn inh	ATXN viability	A549 tox
COCCCNC(=O)CNC(=O)c1nn(-c2ccc(OC)c(Cl)c2)c(=O)c2ccccc12	-8%	i	?	0.3%	-5.3	-5%	0%	?	-14%
O=C1CCCN1CCCNc1ncnc2c1[nH]c1ccccc12	3%	i	-12%	3.8%	-1.2	-18%	-2%	i	?
CCNc1ccc(S(=O)(=O)N(C)C)cc1NCC(=O)Nc1ccccc1Cl	1%	i	5%	0.5%	-1.2	4%	1%	i	0%
COC(=O)C1(CC2CC(c3ccc(Cl)cc3)=NO2)CCN(C(=O)OC(C)(C)C)CC1 (stereo not drawn)	?	i	-15%	3.8%	1.6	-33%	-1%	i	-10%
CCCC1(C(=O)OC)NC(c2ccco2)C2C(=O)N(C)C(=O)C21 (stereo not drawn)	0%	i	14%	-0.8%	-2.3	-4%	-3%	i	2%
Cc1cnc(NC(=O)CCCSc2nc3ccccc3s2)s1	?	i	-11%	4.3%	-1.3	-23%	-2%	?	-15%
COc1ccc(NC(=O)c2cccnc2Nc2ccccc2)cc1	29%	i	-19%	-0.2%	-0.6	-26%	-1%	i	5%
O=C(Nc1ccc(-n2ccnc2P(=O)(O)c2ccccc2)cc1)c1ccccc1Br	8%	i	?	3.1%	-2.2	-3%	-1%	i	2%
c1ccc(-c2cc3c(NCC4COc5ccccc5O4)ncnc3s2)cc1 (stereo not drawn)	?	i	?	0.1%	-3.2	-31%	-17%	?	?
CCCn1c(CCNC(=O)c2ccco2)nc2ccccc21	-6%	i	16%	3.1%	-3.3	-17%	-2%	i	4%
CCCCN(CCCC)c1nc2ccccc2nc1NS(=O)(=O)c1ccc(NC(C)=O)cc1	-1%	i	?	-0.6%	1.0	-29%	?	i	-9%
CCSc1nnc(-c2cnn(-c3ccccc3)c2-n2cccc2)n1C	?	-115%*	nt	0.0%	2.1	3%	-1%	i	4%
O=C(CSc1nnc(-c2ccncc2)n1CC1CCCO1)Nc1ccccc1Cl (stereo not drawn)	0%	i	0%	0.2%	0.3	-4%	1%	i	1%
CC1=C(C(=O)OCc2ccccc2)C(c2ccc(Cl)cc2)NC(=O)N1C (stereo not drawn)	?	i	?	-0.3%	2.1	-16%	-1%	i	1%
CCOC(=O)C1(Cc2ccc(OC)cc2)CCN(C(=O)C2CCCO2)CC1 (stereo not drawn)	1%	i	-14%	-0.1%	0.3	0%	1%	i	17%
CCOC(=O)CSc1nnc(CNC(=O)c2ccc(S(=O)(=O)N3CCCCC3)cc2)n1C	2%	i	-5%	-0.6%	-1.6	2%	0%	i	-10%
O=C(COc1ccccc1)NCCc1csc(-c2ccc(Cl)cc2)n1	11µM*	nt	nt	5.1%	nt	-73%	nt	i	-12%
O=C(CCS(=O)(=O)Cc1ccccc1)N1CCN(Cc2ccccc2)CC1	-3%	i	1%	0.6%	2.8	-19%	0%	i	18%
CC12CCC(C(=O)NCc3ccccn3)(OC1=O)C2(C)C (stereo not drawn)	1%	i	nt	0.2%	0.1	0%	2%	i	-1%
COc1ccc(CN/C=C2\CCCCC2=O)cc1	-3%	i	14%	-0.8%	-1.3	-12%	-2%	i	-6%
COc1ccc(-c2nnc(SCC(=O)N3CCC(C)CC3)o2)cc1	-8%	nt	-28%	-0.7%	nt	-19%	nt	?	-9%
O=C(Nc1ccc(F)c(F)c1)C1CCN(S(=O)(=O)c2cccc3nonc23)CC1	-30%	i	?	3.7%	-0.7	-17%	-15%	i	-12%
N/C(=N\OC(=O)C12CC3CC(CC(C3)C1)C2)c1ccncc1	1%	i	?	0.2%	-2.2	6%	-1%	i	-4%
Cn1c(=O)c2c(nc(N3CCOCC3)n2Cc2c(F)cccc2Cl)n(C)c1=O	1%	nt	9%	0.2%	-0.9	-2%	-1%	i	-2%
Nc1n[nH]c(-c2ccccc2[N+](=O)[O-])n1	0%	i	3%	2.7%	1.7	-12%	0%	i	1%
Cc1ccc2oc(-c3ccco3)nc2c1	?	i	?	?	-2.1	14%&-24%	0%	i	8%&6%
O=C(Cc1ccc(Cl)cc1)Nc1ccc2c(c1)C(=O)NC2=O	-12%	i	?	-0.1%	-4.8	-1%	0%	i	?
COCc1c(C(=O)OCC(=O)N2CCCC2=O)oc2ccccc12	5%	i	0%	-0.1%	1.0	0%	0%	i	0%
CC(=O)c1cccc(NC(=O)CC2SC(N3CCCCC3)=NC2=O)c1 (stereo not drawn)	?	i	nt	-0.2%	-4.3	-1%	-1%	?	1%
Cc1ccc(Cl)c(OC(=O)C2CSC3(C)CCC(=O)N23)c1 (stereo not drawn)	-13%	i	-20%	-0.5%	-3.8	3%	1%	i	-3%
Cn1c(N=Nc2ccc(N3CCOCC3)cc2)[n+](C)c2ccccc21	?	i	3%	?	1.0	-40%	-10%	?	-6%
CCOC(=O)N1C(=O)[C@](c2ccc(Cl)cc2)(C(C)C)N1C(=O)OCC	?	i	9%	?	-2.9	10µM*	0%	?	6%
C[C@@H]1CCCCO[C@H](CN(C)C(=O)Nc2ccc(C(F)(F)F)cc2)[C@@H](C)CN([C@H](C)CO)C(=O)c2cc(NC(=O)c3ccncc3)ccc2O1	-16%	i	nt	3.3%	-1.1	-19%	nt	?	nt
Cc1nccc(-c2cc(-c3ccc(Cl)cc3Cl)no2)n1	14%	i	?	5.9%	1.0	-3%	1%	i	8%
Cc1ccc(S(=O)(=O)Nc2ccccc2NS(=O)(=O)c2ccc(C)cc2)cc1	?	i	nt	-1.1%	-0.7	-36%	nt	i	nt
CCc1ccc(NC(=O)Cn2c(=O)n(Cc3nc(C)no3)c(=O)c3cc4c(cc32)OCO4)cc1	1%	nt	?	0.3%	nt	-17%	nt	nt	12%
N#C/C(=C\N1CCOCC1)c1ccccc1	23%	i	25%	0.1%	-0.5	-1%	2%	i	-1%
Cn1c(=O)[nH]c(=O)c2c1ncn2CCN1CCOCC1	-11%	i	?	1.0%	-4.4	0%	2%[15.4 µM]	i	-1%
CCn1c2c(c(=N)c3ccccc31)CCC2	-17%	i	13µM*	0.0%	0.4	-13%	3%	i	-10%
COc1cccc(Oc2nccc(N(C)C)c2C#N)c1	-4%	i	-14%	3.7%	-3.2	-2%	1%	i	-15%
